inhibitors of VEEV: inhibitors of VEEV TC-83 cytopathic effect, confirmation, Vero cells (AID 588727); actives 0.13% (n = 350,000); one-dose inhibition, % at 20 µM; IC50 in µM for titrated hits; Vero cells, VEEV TC-83 cytopathic effect inhibition; higher % means a stronger effect; in the data active means a potency from the dose series; inconclusive means inhibition mostly from about 14% at the one dose, without a potency; inactive means the rest, 99 in 100 with inhibition below about 12%; further: strong numbers were not always called active
H37Rv inhibition: M. tuberculosis growth inhibition, HTS (AID 449762) | M. tuberculosis H37Rv growth inhibition, 7H9 media; higher % means a stronger effect | inhibition, % at 25 µM; hits with a dose series show IC50 in µM | actives 0.59% (n = 330,000); in the data active means a potency from the dose series; inconclusive means inhibition above about 70% without an active follow-up result;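 further: bacterial growth assessed after seven days of incubation; strong numbers were not always called active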
influenza NS1A: NS1A inhibition, H1N1 influenza, cell based functional assay (AID 504329) | NS1A functional cell-based assay, percent inhibition; higher % means a stronger effect | one-dose inhibition, % at 12.5 µM; IC50 in µM for titrated hits | actives 0.3% (n = 340,000); in the data active means a potency from the dose series; inconclusive means inhibition above about 27% without an active follow-up result; further: strong numbers were not always called active
tuberculosis growth: growth inhibition of non-replicating M. tuberculosis (AID 488890); Mycobacterium tuberculosis non-replicating, growth inhibition; higher % means a stronger effect; one-dose inhibition, % at 25 µM; IC50 in µM for titrated hits; actives 0.39% (n = 320,000); in the data active means a potency from the dose series; inconclusive means inhibition mostly from about 82% at the one dose, without a potency; inactive means the rest, 99 in 100 with inhibition below about 76%;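 further: plate controls were DMSO cells for no effect and high antibiotic wells for full effect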
Salmonella PhoP GFP: Inhibition of PhoP regulon, Salmonella typhi GFP reporter cells, confirmation, 4 h (AID 1850) | Salmonella Typhi PhoP-promoter GFP reporter, fluorescence, 4 h; higher % means a stronger effect | inhibition, % at 50 µM; hits with a dose series show IC50 in µM | actives 0.33% (n = 310,000); in the data active means a potency from the dose series; inconclusive means inhibition mostly from about 25% at the one dose, without a potency; inactive means the rest, 99 in 100 with inhibition below about 19%;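 further: 0% = induced wells with vehicle and 100% = uninduced wells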
inhibitors of VEEV 10K pilot screen: second read-out of inhibitors of VEEV, no call of its own (marks repeat the call); inhibition, %; measured here: 10K pilot screen inhibition
* = called active by the depositor; & = joins results of further samples.

`CCOC(=O)N1CCN(S(=O)(=O)c2ccc(C(=O)N(CCCN(C)C)c3nc4ccc(Cl)cc4s3)cc2)CC1` gave inhibitors of VEEV 6.5%, H37Rv inhibition -3.9%, influenza NS1A 2.8%, tuberculosis growth 20.3% and Salmonella PhoP GFP -3.1%.
`COc1ccccc1C(=O)NNC(=O)CCCN1C(=O)/C(=C/c2cccs2)SC1=S` gave inhibitors of VEEV 1.0%, H37Rv inhibition 1.3%, influenza NS1A -12.9%, tuberculosis growth -1.7% and Salmonella PhoP GFP -11.8%.
O=C1CSC(c2ccccc2[N+](=O)[O-])N1c1cccc(F)c1 (stereo unspecified) was read as inhibitors of VEEV 1.2%, H37Rv inhibition 4.8%, influenza NS1A 4.0%, tuberculosis growth 11.3% and Salmonella PhoP GFP -14.6%.
`NC(=O)c1sc2nnc(-c3ccccc3)c(-c3ccccc3)c2c1N` gave inhibitors of VEEV 8.8%, H37Rv inhibition 4.3%, influenza NS1A 1.5%, tuberculosis growth 0.7% and Salmonella PhoP GFP -15.5%.
COc1ccc(CCC(=O)NC(C)C)cc1 was read as inhibitors of VEEV 2.0%, H37Rv inhibition 3.7%, influenza NS1A -1.9%, tuberculosis growth 24.0% and Salmonella PhoP GFP -5.8%.
COc1ccc(NC(=O)Cn2c3ccccc3c3nc4n(c(=O)c32)CCS4)cc1OC was read as inhibitors of VEEV inactive, H37Rv inhibition 8.9%, influenza NS1A -2.9%, tuberculosis growth -8.4% and Salmonella PhoP GFP 4.1%.
For CCn1cc(CNC(=O)C2C3CCC(C3)C2C(=O)O)cn1 (stereo unspecified) the results were inhibitors of VEEV 1.9%, H37Rv inhibition -2.7%, influenza NS1A -17.4%, tuberculosis growth -3.5% and Salmonella PhoP GFP 16.6%.
Screening Cc1nc2ccccn2c1C(=O)N/N=C/c1ccccc1 returned inhibitors of VEEV 0.0%, H37Rv inhibition -1.8%, influenza NS1A -12.4%, tuberculosis growth -9.5% and Salmonella PhoP GFP -0.9%.
Screening O=C(NCCc1ccccc1)c1ccccc1NC(=O)C1CCCCC1C(=O)O (stereo unspecified) returned H37Rv inhibition -3.0%, tuberculosis growth -15.4% and Salmonella PhoP GFP 3.5%.
O=C(NCCSCc1ccc(Cl)cc1Cl)c1ccc(CN2CCOCC2)cc1 was read as inhibitors of VEEV 0.4%, H37Rv inhibition 1.4%, influenza NS1A 29.8%, tuberculosis growth 52.9% and Salmonella PhoP GFP -6.0%.
Screening Cc1nn(CCCNC(=O)C2CCCO2)cc1Br (stereo unspecified) returned inhibitors of VEEV 2.3%, H37Rv inhibition -3.6%, influenza NS1A 1.4%, tuberculosis growth 2.5%, Salmonella PhoP GFP -11.7% and inhibitors of VEEV 10K pilot screen 0.4.
CC(C)Cc1cc(C(=O)Nc2sc3c(c2C#N)CCCC3)no1 was read as inhibitors of VEEV 0.6%, H37Rv inhibition -3.2%, influenza NS1A 2.2%, tuberculosis growth 45.2% and Salmonella PhoP GFP 1.8%.
Screening COc1ccc(S(=O)(=O)N2CC3CCCN3c3ccc(C(F)(F)F)cc32)cc1 (stereo unspecified) returned inhibitors of VEEV 8.8%, H37Rv inhibition -6.2%, influenza NS1A -0.7%, tuberculosis growth -0.8% and Salmonella PhoP GFP -4.5%.
Cc1ccc(CNC(=O)CSc2ncccn2)cc1 was read as inhibitors of VEEV 0.7%, H37Rv inhibition -4.9%, influenza NS1A -5.2% and Salmonella PhoP GFP -10.8%.
For CCCN1C(=O)/C(=C/c2ccc(C)o2)NC1=S the results were H37Rv inhibition -4.1%, tuberculosis growth 17.3% and Salmonella PhoP GFP -0.8%.
`COc1ccc(/C=C/C(=O)NC(=S)Nc2ccc(Br)cn2)cc1` gave inhibitors of VEEV 0.9%, H37Rv inhibition 5.3%, influenza NS1A -2.9%, tuberculosis growth -2.1% and Salmonella PhoP GFP -2.3%.
CCOC(=O)c1c(C)oc2c1c(CN1CCN(CCO)CC1)c(O)c1ccccc12 was read as inhibitors of VEEV 1.4% and influenza NS1A 9.7%.
For COc1ccc(CC(C)Nc2ccccc2F)cc1 (stereo unspecified) the results were inhibitors of VEEV inactive, H37Rv inhibition -0.7%, influenza NS1A -17.1%, tuberculosis growth 33.5% and Salmonella PhoP GFP -6.4%.
CN(C)CCNC(=O)c1cc2ccccc2oc1=O was read as inhibitors of VEEV 5.1%, H37Rv inhibition -3.4%, influenza NS1A -0.8%, tuberculosis growth 0.5% and Salmonella PhoP GFP 0.0%.
Cc1cc(Nc2ccc(F)c(Cl)c2)n2ncnc2n1 was read as inhibitors of VEEV 0.2%, H37Rv inhibition -5.9%, influenza NS1A 0.4%, tuberculosis growth 31.9% and Salmonella PhoP GFP -0.3%.
For COc1cc(C(=O)N2CCN(c3ccccc3)CC2)c([N+](=O)[O-])cc1OC the results were inhibitors of VEEV 5.3%, H37Rv inhibition -0.3%, influenza NS1A -12.9%, tuberculosis growth -6.9% and Salmonella PhoP GFP 2.0%.
For COc1ccccc1NC(=O)c1ccc2c(c1)CCN2S(C)(=O)=O the results were inhibitors of VEEV 4.2%, H37Rv inhibition -1.4%, influenza NS1A -12.5%, tuberculosis growth 6.5% and Salmonella PhoP GFP 1.0%.
`Nc1nc(Cl)nc2c1ncn2[C@@H]1O[C@H](CO)[C@@H](O)[C@H]1O` gave inhibitors of VEEV inactive, H37Rv inhibition inconclusive, influenza NS1A -13.5%, tuberculosis growth inconclusive and Salmonella PhoP GFP 8.5%&19.8%.
Cc1cc(C(=O)OCC(=O)c2cccs2)c2ccccc2n1 was read as inhibitors of VEEV 0.7%, H37Rv inhibition -3.8%, influenza NS1A 6.3%, tuberculosis growth -13.8% and Salmonella PhoP GFP 6.5%.
Screening Cc1cc(F)ccc1S(=O)(=O)N1CCCOC1CNC(=O)C(=O)NCCCN1CCOCC1 (stereo unspecified) returned inhibitors of VEEV inactive, H37Rv inhibition -11.6%, influenza NS1A -7.6%, tuberculosis growth -9.4% and Salmonella PhoP GFP -3.5%.
`O=C(c1cccnc1)c1cc2ccccc2[nH]1` gave inhibitors of VEEV 0.4%, H37Rv inhibition -3.1%, influenza NS1A -1.4%, tuberculosis growth 10.1% and Salmonella PhoP GFP -3.0%.
`COc1ccc(C)cc1S(=O)(=O)N(C)CC(=O)NC1CCCCC1` gave inhibitors of VEEV 0.1%, H37Rv inhibition -9.1%, influenza NS1A -4.2%, tuberculosis growth -3.5% and Salmonella PhoP GFP -0.5%.
`COc1ccc2nc(NC(=O)C3CCCN(S(=O)(=O)c4c(C)noc4C)C3)sc2c1` (stereo unspecified) gave inhibitors of VEEV 8.2%, H37Rv inhibition -9.2%, influenza NS1A -10.7%, tuberculosis growth -11.0% and Salmonella PhoP GFP 12.9%.
Nc1nnc(Sc2ncccc2[N+](=O)[O-])s1 was read as inhibitors of VEEV 0.3%, H37Rv inhibition inconclusive, influenza NS1A -0.6%, tuberculosis growth inactive and Salmonella PhoP GFP 1.2%.
`CCn1cc([N+](=O)[O-])c(C(=O)Nc2cc(C)on2)n1` gave inhibitors of VEEV 0.2%, H37Rv inhibition -11.6%, influenza NS1A 1.5%, tuberculosis growth -6.1% and Salmonella PhoP GFP 1.5%.
COc1cc(/C=N/N=C(/N)c2nonc2N)cc(Br)c1OCc1cccc(C)c1 was read as inhibitors of VEEV 5.9%, H37Rv inhibition inconclusive, influenza NS1A -1.1%, tuberculosis growth 17.6% and Salmonella PhoP GFP 3.7%.
`CCC(CO)Oc1cc(NC(=O)c2cccc([N+](=O)[O-])c2)c2ncn(C(C)C)c2c1` (stereo unspecified) gave inhibitors of VEEV 6.8%, H37Rv inhibition -0.1%, influenza NS1A 5.7% and tuberculosis growth -0.6%.
`CC(C)c1ccc(/C=C2\SC(=S)N(CC(=O)NCCCN3CCOCC3)C2=O)cc1` gave inhibitors of VEEV 4.3%, H37Rv inhibition 8.2%, influenza NS1A 6.7%, tuberculosis growth 4.5% and Salmonella PhoP GFP -22.2%.
For Cn1c(Oc2ccc3c(c2)OCO3)nc2c1c(=O)n(Cc1ccccc1)c(=O)n2C the results were inhibitors of VEEV 6.6%, H37Rv inhibition -2.7%, influenza NS1A -5.9%, tuberculosis growth -2.1% and Salmonella PhoP GFP -7.3%.
For CCN(CC)CCNCC1C(=O)O[C@@H]2C[C@@]3(C)CCC[C@H](C)C3=C[C@H]12 (stereo partly specified) the results were inhibitors of VEEV inactive, H37Rv inhibition -6.3%, influenza NS1A -3.9%, tuberculosis growth 39.2% and Salmonella PhoP GFP -12.6%.
Screening Cc1oc(CC(C)C)c(CN)c1C(=O)O returned inhibitors of VEEV 0.5%, H37Rv inhibition -7.0%, influenza NS1A -3.9%, tuberculosis growth -6.6% and Salmonella PhoP GFP -1.9%.
`COC(=O)[C@H](C)NC(=O)N1CCC(Cc2ccccc2)CC1` gave inhibitors of VEEV 1.3%, H37Rv inhibition -0.1%, influenza NS1A -10.0%, tuberculosis growth 33.2% and Salmonella PhoP GFP -3.8%.
CC(Sc1nnc(-c2ccccc2Br)n1-c1cccc(C(F)(F)F)c1)C(N)=O (stereo unspecified) was read as inhibitors of VEEV inactive, H37Rv inhibition 4.4%, influenza NS1A -2.4%, tuberculosis growth -6.6% and Salmonella PhoP GFP 5.3%.
Screening COc1ccc(CCNC(=O)CC2Nc3ccccc3NC2=O)cc1OC (stereo unspecified) returned inhibitors of VEEV 6.0%, H37Rv inhibition 1.7%, influenza NS1A 4.4%, tuberculosis growth 26.5% and Salmonella PhoP GFP 6.6%.
Screening S=c1[nH]nc(-c2n[nH]c3c2CCC3)n1/N=C/C=C/c1ccco1 returned inhibitors of VEEV 3.8%, H37Rv inhibition -8.5%, tuberculosis growth -19.5% and Salmonella PhoP GFP 0.9%.

Five compounds already listed, sorted by number of heavy atoms, low to high.
Screening Cc1oc(CC(C)C)c(CN)c1C(=O)O returned inhibitors of VEEV 0.5%, H37Rv inhibition -7.0%, influenza NS1A -3.9%, tuberculosis growth -6.6% and Salmonella PhoP GFP -1.9%.
Screening S=c1[nH]nc(-c2n[nH]c3c2CCC3)n1/N=C/C=C/c1ccco1 returned inhibitors of VEEV 3.8%, H37Rv inhibition -8.5%, tuberculosis growth -19.5% and Salmonella PhoP GFP 0.9%.
For CCN(CC)CCNCC1C(=O)O[C@@H]2C[C@@]3(C)CCC[C@H](C)C3=C[C@H]12 (stereo partly specified) the results were inhibitors of VEEV inactive, H37Rv inhibition -6.3%, influenza NS1A -3.9%, tuberculosis growth 39.2% and Salmonella PhoP GFP -12.6%.
Screening COc1ccc(CCNC(=O)CC2Nc3ccccc3NC2=O)cc1OC (stereo unspecified) returned inhibitors of VEEV 6.0%, H37Rv inhibition 1.7%, influenza NS1A 4.4%, tuberculosis growth 26.5% and Salmonella PhoP GFP 6.6%.
`CCC(CO)Oc1cc(NC(=O)c2cccc([N+](=O)[O-])c2)c2ncn(C(C)C)c2c1` (stereo unspecified) gave inhibitors of VEEV 6.8%, H37Rv inhibition -0.1%, influenza NS1A 5.7% and tuberculosis growth -0.6%.

More structures
`O=C(NCc1ccccc1)c1cc(-c2ccncc2)nc2ccccc12` gave inhibitors of VEEV 2.8%, H37Rv inhibition 12.2%, influenza NS1A -1.1%, tuberculosis growth 8.1% and Salmonella PhoP GFP -0.7%.
For CCOc1ccc(NC(=O)Cn2cc(C(C)=O)c3ccccc32)cc1 the results were inhibitors of VEEV 0.5%, H37Rv inhibition -3.2%, influenza NS1A -20.0%, tuberculosis growth 8.3% and Salmonella PhoP GFP 2.5%.
Screening Cc1ccccc1NC(=O)CN1CCc2ccccc2C1 returned inhibitors of VEEV inactive, H37Rv inhibition -1.1%, influenza NS1A -5.2%, tuberculosis growth 3.3% and Salmonella PhoP GFP 11.8%.
Screening CC(=O)N1c2ccc(S(=O)(=O)N3CCC(C(=O)N4CCN(c5cccc(C(F)(F)F)c5)CC4)CC3)cc2CC1C (stereo unspecified) returned inhibitors of VEEV inactive, H37Rv inhibition 4.0%, influenza NS1A -6.0%, tuberculosis growth 43.7% and Salmonella PhoP GFP 9.7%.
`CN(C)S(=O)(=O)c1cccc(C(=O)NCC2CCCO2)c1` (stereo unspecified) gave inhibitors of VEEV 0.8%, H37Rv inhibition -3.8%, influenza NS1A -0.9%, tuberculosis growth -17.4% and Salmonella PhoP GFP 14.2%.
Screening O=C1NC2(CCCCC2)C(=O)N1CC(=O)N1CCc2ccccc21 returned inhibitors of VEEV inactive, H37Rv inhibition 4.3%, influenza NS1A -12.7% and tuberculosis growth 5.8%.
Cc1cc(NC(=O)CCSc2ccc(Cl)cc2)no1 was read as inhibitors of VEEV inactive, H37Rv inhibition 8.1%, influenza NS1A 5.0%, tuberculosis growth 72.0% and Salmonella PhoP GFP -0.1%.
